PI4K2A block: blocks human PI4K2A kinase activity | Q9BTU6 | purified PI4K2A, ADP-Glo luminescence, 1 h; active compounds read low | activity change, negative = inhibition, % at 76.9 µM | actives 0.13% (n = 420,000) | AID 1346378; in the data active = activity change below about -50%; inconclusive = mostly about -30% to -49%;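 also: -100% = wells without enzyme as full effect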
Target sequence (Q9BTU6 whole entry, looked up): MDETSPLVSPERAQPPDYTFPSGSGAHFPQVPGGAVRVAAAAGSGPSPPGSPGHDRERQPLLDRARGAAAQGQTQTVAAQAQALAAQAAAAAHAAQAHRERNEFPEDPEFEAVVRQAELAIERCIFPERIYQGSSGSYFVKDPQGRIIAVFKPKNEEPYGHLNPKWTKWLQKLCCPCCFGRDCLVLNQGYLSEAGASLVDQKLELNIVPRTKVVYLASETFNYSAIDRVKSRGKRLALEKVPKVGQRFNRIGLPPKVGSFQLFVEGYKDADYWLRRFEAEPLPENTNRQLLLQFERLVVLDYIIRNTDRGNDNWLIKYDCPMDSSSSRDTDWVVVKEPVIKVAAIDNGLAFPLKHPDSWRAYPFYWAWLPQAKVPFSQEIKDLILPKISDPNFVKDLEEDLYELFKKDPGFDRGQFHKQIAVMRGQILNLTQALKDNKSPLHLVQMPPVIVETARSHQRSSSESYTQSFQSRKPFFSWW
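Compounds are screened against recombinant PI4K2A using PI as substrate and ATP, the latter dispensed at 300 microM. Reactions run one hour at ambient temperature before ADP-Glo detection; full inhibition defined by wells lacking enzyme.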
JMJD2A Tudor: JMJD2A Tudor domain (human) inhibition. O75164. AID 504339. AlphaScreen JMJD2A-Tudor / H3K4me3 peptide binding. actives 4.4% (n = 390,000). Potency, µM (titrated, usually from 114 µM), for inactives: at the highest dose activity change, negative = inhibition, most hits filed as inhibitors; also: potency is read from the fitted curve at half-maximal effect; % is scaled to controls: 0 for no effect and ±100 for the full control effect; nearly all actives have a fitted effect of over 50% in size
GLS inhibitor: blocks human kidney-isoform glutaminase activity. Potency, µM (titrated, usually from 45.5 µM), for inactives: at the top dose activity change, negative = inhibition, hits mostly inhibitors. GLS enzymatic activity, qHTS titration. actives 0.21% (n = 410,000). O94925; also: potency is read from the fitted curve at half-maximal effect; % is scaled to controls: 0 for no effect and ±100 for the full control effect
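Enzyme dispensed in phosphate buffer (45 mM, pH 8.2, 0.02% Tween-20), compounds pinned in, then 1 mM L-glutamine solution and the glutamate oxidase–HRP–Amplex Red mix added; fluorescence read immediately and again after 30 min at room temperature.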
G9a block: inhibitors of human histone lysine methyltransferase G9a. Q96KQ7. G9a H3K9 monomethylation, AlphaScreen, 2 h. Potency, µM (titrated, usually from 102 µM), inactives show at the top dose activity, negative = inhibition, hits mostly inhibitors. actives 8.8% (n = 350,000). AID 504332; also: potency is read from the fitted curve at half-maximal effect; % is scaled to controls: 0 for no effect and ±100 for the full control effect; nearly all actives have a fitted effect of over 75% in size
Target sequence (Q96KQ7 913-1193 limits assumed): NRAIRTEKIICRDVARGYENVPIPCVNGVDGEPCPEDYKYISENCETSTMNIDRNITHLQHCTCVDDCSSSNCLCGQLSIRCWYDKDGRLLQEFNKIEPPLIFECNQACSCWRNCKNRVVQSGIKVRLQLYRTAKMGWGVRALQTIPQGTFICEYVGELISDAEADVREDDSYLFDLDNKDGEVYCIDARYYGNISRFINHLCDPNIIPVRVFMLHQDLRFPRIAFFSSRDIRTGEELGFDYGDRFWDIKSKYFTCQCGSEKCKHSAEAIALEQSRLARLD
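G9a (20 nM) preincubated 15 min RT with compounds, then 500 nM biotinylated H3K9 peptide and 20 uM SAM added; 2 h RT reaction. Monomethyl-H3K9 product detected by AlphaScreen with anti-H3K9me1 antibody, streptavidin donor and anti-rabbit IgG acceptor beads.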
Tb PGK inh: blocks T. brucei phosphoglycerate kinase | actives 0.043% (n = 380,000) | P07378 | AID 602233 | Potency, µM (top dose mostly 57.5 µM), inactives show at the highest dose activity change, negative = inhibition, usual class: inhibitors | PGK/GAPDH coupled, Kinase-Glo luminescence, 60 min; also: potency is read from the fitted curve at half-maximal effect; % is scaled to controls: 0 for no effect and ±100 for the full control effect; nearly all actives have a fitted effect of over 60% in size
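Luminescent ATP detection (Kinase-Glo Plus) follows a 60-minute room-temperature incubation, with wells lacking PGK as controls. Buffer: 100 mM TEA (pH 7.6), 5 mM MgCl2, 0.01% Tween-20. Coupling enzyme GAPDH (100 nM final) supplies unstable 1,3-BPG in-well.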
HP1b chromo inh: blocks HP1-beta chromodomain binding to methylated histone tails; Potency, µM (titrated, usually from 114 µM), for inactives: top-dose activity change, negative = inhibition, most hits filed as inhibitors; actives 0.56% (n = 390,000); AlphaScreen HP1-beta / biotin-H3K9me3 peptide binding; also: potency is read from the fitted curve at half-maximal effect; nearly all actives have a fitted effect of over 70% in size; inactives centre near 23
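Compound inhibition of the preformed complex between 50 nM HP1-beta and 50 nM biotinylated H3K9me3 peptide was read by AlphaScreen. Buffer was PBS pH 7.4 with 0.01% Tween-20. Incubations ran 30 min at room temperature, with 10 ug/mL donor/acceptor beads.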
Pin1 inh: human Pin1 inhibition | Pin1 FP peptide displacement, HiFluor488, 10 min | Q13526 | actives 0.009% (n = 390,000) | Potency, µM (series often up to 115 µM), for the others: at the highest dose activity, negative = inhibition, most hits filed as inhibitors; active = well fitted inhibition curve with a large enough effect in the polarisation, with a control signal flat, not every such curve was filed as active; inconclusive = small, poorly fitted or top-dose-only effect, or effect the other way, or a change in a side signal; inactive = no such curve, though single readings can be large or run the other way; the % refers to the polarisation; also: potency is read from the fitted curve at half-maximal effect; % is scaled to controls: 0 for no effect and ±100 for the full control effect
Target sequence (Q13526 whole entry, looked up): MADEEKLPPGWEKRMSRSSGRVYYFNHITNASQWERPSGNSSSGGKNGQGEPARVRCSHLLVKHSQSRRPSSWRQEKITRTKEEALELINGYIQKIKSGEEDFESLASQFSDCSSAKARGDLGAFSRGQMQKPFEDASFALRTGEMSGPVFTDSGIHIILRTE
Pol eta inh: DNA polymerase eta (human) inhibition. recombinant Pol eta, fluorescent DNA replication assay. actives 1.2% (n = 390,000). Q9Y253. Potency, µM (doses to about 114 µM), inactives show at the top dose activity change, negative = inhibition, usual class: inhibitors; also: potency is read from the fitted curve at half-maximal effect; % is scaled to controls: 0 for no effect and ±100 for the full control effect
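Pol eta at 10 nM preincubated with compounds 15 min at room temperature; reaction started with fluorescent substrate (50 nM final) and read kinetically at 0 and 10 min.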
BAZ2B block: blocks human BAZ2B. Q9UIF8. AlphaScreen BAZ2B-H3K14Ac peptide displacement. Potency, µM (top dose mostly 114 µM), inactives show top-dose activity change, negative = inhibition, most hits filed as inhibitors. actives 4.4% (n = 360,000). AID 504333; also: potency is read from the fitted curve at half-maximal effect; % is scaled to controls: 0 for no effect and ±100 for the full control effect; nearly all actives have a fitted effect of over 60% in size
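AlphaScreen displacement: compounds (up to 110uM) incubated 30 min at room temperature with a preformed 50 nM BAZ2B/50 nM biotinylated H3K14Ac peptide complex in PBS pH 7.4 with Tween-20. Donor and acceptor beads at 10 ug/mL final added, 20 min light-protected before reading.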
Active calls of the source: *; i = inactive; ? = inconclusive; / = no result given; & = joins results of further samples; [ ] = remark or other dose. Unless noted, calls follow the shape of the dose curve; as a rule, active = well fitted curve in the direction sought with a large enough effect; inconclusive = small, poorly fitted or top-dose-only effect, or another doubt; inactive = no such curve, though single readings can be large; an effect the other way counts as inactive or inconclusive.

nr	PI4K2A block	JMJD2A Tudor	GLS inhibitor	G9a block	Tb PGK inh	HP1b chromo inh	Pin1 inh	Pol eta inh	BAZ2B block	Molecule
1	-10	?	14%	?	-3%	23%	-13%	?	-35%	O=C(CSc1nnc(NC(=O)C2CC(=O)N(c3ccccc3)C2)s1)NCc1ccco1 (centres undefined)
2	4	4%	6%	23%[12.7 µM]	6%	18%	1%	-7%	0%	Cc1cc(Cl)c(OCCCSc2nc(C)cc(=O)[nH]2)c(Br)c1
3	-1&-1	-19%&2%	7%&9%	-9%	-4%&-7%	6%[57 µM]	-1%&0%	-3%&-2%	-26%&-18%	CCc1ccc(NC(=O)CN(c2ccc(OC)cc2)S(=O)(=O)c2c(C)[nH]c(=O)[nH]c2=O)cc1
4	3	-5%	5%	-16%[2.33 µM]	8%	18%	-6%	-3%	4%	CN(CC(=O)Nc1ccc(Cl)c(C(F)(F)F)c1)C(=O)CNC(=O)C1CCCCC1
5	2	-8%	2%	-6%[59 µM]	1%	13%	1%	0%	3%	COc1ccc(C2C(=O)N(C3CCC(C)CC3)CC(=O)N2C2CCCCC2)cc1OC (centres undefined)
6	2	25µM*	23%	10%[2.33 µM]	-2%	-14%	?	-12%	45µM*	CCCCNc1c(-c2cccc(-c3ccc(OC)cc3)c2)nc2ccc(C)cn12
7	-1	-3%	-6%	-1%	4%	30%	-2%	-15%	12%	COc1ccc(S(=O)(=O)N2CCC(C(N)=O)(N3CCCCC3)CC2)cc1OC
8	-1	-7%	-2%	-2%	-2%	20%	-7%	-18%	-4%	O=C(OC(C(=O)NC1CCCCC1)c1ccc(C(F)(F)F)cc1)c1ccco1 (centres undefined)
9	1	-6%	1%	?	-5%	23%	-11%	-4%	-1%	NS(=O)(=O)c1cnccc1Nc1ccc(Cl)cc1
10	0	-6%	1%	25%	4%	33%[activator]	6%	5%	-1%	Cc1ccc(NC(=O)CCc2nc(-c3cccs3)no2)c(Br)c1
11	2	-6%	7%	?	1%	-13%	1%	-6%	6%	O=C(C1CCCC1)N1CCN(S(=O)(=O)c2ccc(F)cc2)CC1
12	3	-27%[11.4 µM]	?	-3%[59 µM]	10%	?	2%	-9%	2%	C/C=C/COc1nc2c(c(=O)n(C)c(=O)n2C)n1C
13	-23	89µM*	/	11%[59 µM]	-3%	53%[activator]	0%	-6%	?	c1ccc(-c2nc(NCC3CCCO3)c3ccccc3n2)nc1 (centres undefined)
14	-3	-8%[57.1 µM]	4%	9%[59 µM]	1%	48%[activator]	3%	-14%	-14%	O=C(NCCC(c1ccccc1)c1ccccc1)c1cnccn1
15	-2	-13%	8%	1%	-8%	-4%	-4%	-19%	5%	COc1ccc(C)cc1N(CC(=O)N1CCCC1)S(=O)(=O)c1ccccc1
16	5	/	-4%	/	-3%	/	/	-12%	/	CC(NC(=O)C1CCCN1C(=O)c1cccs1)c1ccc(Cl)cc1Cl (centres undefined)
17	-11	/	-9%	/	-7%	/	/	-16%	/	NC(=S)NN=Cc1ccc(OC(=O)COc2cc(Cl)c(Cl)cc2Cl)cn1
18	3	2%	4%	-19%	i	66%[activator]	1%	1%	-2%	CCOC(=O)c1sc(NC(=O)c2ccc(Cl)s2)cc1C
19	3	-31%	-1%	-11%	-4%	16%	0%	-13%	8%	CCOC(=O)c1sc(NC(=O)C(CC)Sc2nnc3c4ccccc4n(C(C)C)c3n2)nc1C (centres undefined)
20	1	?	?	-1%	-3%	-11%	4%	-9%	-18%	CC(C)N(C(=O)COC(=O)c1cncc(Br)c1)C(C)C
21	-1	-6%	5%	-6%[59 µM]	0%	53%	-11%	-1%	-4%	O=C1CC(C(=O)N(CC2CCCO2)C(C(=O)NC2CCCCC2)c2ccncc2)CS1 (centres undefined)
22	0	-8%	-6%	19%	-10%	24%	8%	-1%	-3%	COCCCn1c(C(C)C)nc2oc3cc(OC)ccc3c(=O)c2c1=O
23	0	16µM*	-9%	15%[0.501 µM]	2%	40%[activator]	-5%	-12%	-1%	CCCCC(CC(O)COCCC)c1n[nH]c(=S)n1-c1ccccc1 (centres undefined)
24	2	-16%	9%	11%	6%	6%	2%	6%	-20%	CCC(C)c1ccc(S(=O)(=O)N2CCN(S(=O)(=O)c3ccc(NC(C)=O)cc3)CC2)cc1 (centres undefined)

The closing two records of the part before open the next one.
nr	PI4K2A block	JMJD2A Tudor	GLS inhibitor	G9a block	Tb PGK inh	HP1b chromo inh	Pin1 inh	Pol eta inh	BAZ2B block	Molecule
23	0	16µM*	-9%	15%[0.501 µM]	2%	40%[activator]	-5%	-12%	-1%	CCCCC(CC(O)COCCC)c1n[nH]c(=S)n1-c1ccccc1 (centres undefined)
24	2	-16%	9%	11%	6%	6%	2%	6%	-20%	CCC(C)c1ccc(S(=O)(=O)N2CCN(S(=O)(=O)c3ccc(NC(C)=O)cc3)CC2)cc1 (centres undefined)
25	-10	-6%	-1%	3%	0%	31%	-6%	-1%	-4%	C#CCN1C(=O)C2(OCCO2)c2ccccc21
26	-1	?	8%	4µM*	i	-29%	?	-10%	-5%	Cc1ccc(/C=C/C(=O)Nc2cc(=O)n(C)c(=O)n2C)o1
27	-3	-7%	-5%	-5%[59 µM]	2%	30%	?	-7%	7%	CCOC(=O)c1ccc(NC(=O)CCc2nc(-c3cccc(C)c3)no2)cc1
28	-2	-19%	12%	-11%	0%	24%	2%	-9%	-5%	COc1ccc2c(c1)O[C@H](c1ccc3c(c1)OCO3)[C@@H](O)C2=O
29	2	14%	-1%	10%[12.7 µM]	i	47%	0%	-5%	-4%	O=S(=O)(/N=C(/Nc1cc(N2CCOCC2)ncn1)c1ccccc1)c1ccccc1
30	4	-6%	-8%	3%	1%	33%	5%	-10%	-14%	Cc1nn(-c2ncc(C(F)(F)F)cc2Cl)c(=O)n1-c1cccc(F)c1
31	-6	-24%	12%	45µM*	/	18%	23%	7%	0%	Cc1ccc(-n2nc3c(c2NC(=O)c2c(-c4ccccc4Cl)noc2C)CSC3)cc1
32	7	-10%	3%	4%[59 µM]	i	3%	-12%	6%	18%	Cc1coc2c(C)c3oc(=O)c4c(c3cc12)CCCC4
33	1	3%	2%	17%[59 µM]	1%	22%	1%	4%	6%	CCOC(=O)c1cnc(SC)nc1N1CCCC1
34	-2	-19%	-7%	/	i	30%	0%	-14%	/	Cn1cc(C[C@H](NC(=O)OC(C)(C)C)C(=O)N[C@H](CO)Cc2ccccc2)c2ccccc21
35	-5	-7%	-1%	10µM*	i	70%	4%	-17%	0%	Cc1cc(Cl)ccc1N1C(=O)CC(SCCC(=O)O)C1=O (centres undefined)
36	0	6%	-7%	-3%[0.501 µM]	-1%	31%	6%	-7%	10%	COCCCNc1nc(CC(C)C)nc2c1nnn2Cc1ccccc1
37	1	-15%	-1%	8%[59 µM]	9%	24%	5%	-23%	2%	Cc1ccc2c(c1)c(=O)c1ccccc1n2CCCC(=O)Nc1c(F)cccc1F
38	-6	-30%	2%	8%[12.7 µM]	-3%	10%	-1%	-3%	6%	CC(C)Oc1ccc(C2CC(=O)NC3=C2C(=O)CCC3)cc1 (centres undefined)
39	-6	0%[57.1 µM]	1%	9%[59 µM]	-9%	44%[activator]	15%	3%	4%	Cc1ccc(O)c(C(=O)c2cnc3c(c2)CN(CCC(C)C)C(=O)N3)c1
40	-3	1%	-6%	-19%[59 µM]	i	24%	5%	-10%	-1%	CC(C)(CO)NS(=O)(=O)c1ccc2c(c1)oc(=O)c1cc(S(=O)(=O)NC(C)(C)CO)ccc12
41	0	-7%	3%	/	8%	26%	8%	0%	4%	O=C(Nc1cccc(C(=O)Nc2ccc(F)cc2F)c1)c1ccccc1
42	7	-7%	11%	0%	-9%	12%[57 µM]	-9%	1%	3%	O=C(C1CC1)N1CCc2cc(S(=O)(=O)NCc3ccccc3)ccc21
43	6	?	-21%	-31%[2.33 µM]	0%	22%	1%	-21%	-36%	COc1ccc(Nc2cc3n(c(=O)n2)CCc2cc(OC)c(OC)cc2-3)cc1
44	3	-23%	-10%	-26%	i	?	0%	-20%	-26%	COc1ccccc1/C=C1\SC(=S)N(CCC(=O)NCCCN2CCOCC2)C1=O
45	1	-15%	-8%	-8%[0.0925 µM]	-1%	43%[activator]	8%	-19%	-1%	COc1ccccc1/C=C/C(=O)OCC(=O)Nc1c(F)cccc1F
46	2	-11%	-3%	7%[59 µM]	-1%	35%	-2%	-12%	3%	CCNC(=O)CON=C1c2ccccc2-c2ccccc21
47	-6	-1%	-27%	1%	-6%	47%[activator]	1%	-9%	-9%	Cc1cc(NC(=O)CSc2ncnc3c2cnn3-c2cccc(Cl)c2)no1
48	0	-1%	1%	-8%	-6%	25%	8%	-15%	1%	COC(=O)C1=C(C)N(Cc2ccc(C)cc2)C(=O)C1
49	-17	28µM*	-15%	/	-23%	35µM*	73%[activator]	-27%	14µM*	N#C/C(=N\Nc1ccc([N+](=O)[O-])cc1)C(N)=S
50	-1	-3%	59%[activator]	/	-3%	20%	9%	-16%	-6%	Cc1ccc2c(c1)nnn2C1CCN(S(=O)(=O)c2ccc(C(=O)O)cc2)CC1
51	2	-8%	?	?	-6%	16%	-4%	-19%	-5%	Cn1nc(C(=O)NNc2c(F)c(F)cc(F)c2F)c2ccccc2c1=O
52	-3	-16%	6%	0%	-5%	58%[activator]	54%[activator]	?	?	NS(=O)(=O)c1ccc2nc(NC(=O)c3ccc(Br)o3)sc2c1

High-throughput results (PubChem)

Not all compounds are listed, so the mix of outcomes need not match the whole.
